PI5P4K alpha inh – qHTS for Inhibitors of phosphatidylinositol 5-phosphate 4-kinase (PI5P4K). PI5P4Kalpha enzyme, ADP-Glo luminescence, 60 min; stronger effect = lower value. max response, %. 330,000 tested, 1.2% active. AID 652105, 2013; active = max response of -50% or lower; inconclusive = between -30% and -50%; inactive = -30% or higher; also: value at the top dose of about 77 µM; % is scaled to controls: 0 for no effect and ±100 for the full control effect
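Human PI5P4Kalpha with substrate in 0.038 M HEPES pH 7.4, 0.28 mM EGTA, 0.1% CHAPS, 5% DMSO; reaction started with 5 microM ATP (final), 60 min at room temperature. ADP formed read by ADP-Glo luminescence.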
EPAC2 antag – qHTS for Antagonist of cAMP-regulated guanine nucleotide exchange factor 2 (EPAC2): primary screen. 360,000 tested, 0.18% active. Rap guanine nucleotide exchange factor 4 (Homo sapiens), Q8WZA2. EPAC2 GEF exchange of Rap1B-BODIPY-GDP, fluorescence. AID 720708, 2013. Potency, µM (titrated, usually from 114 µM), without a hit: at the top dose activity, negative = inhibition, usual class: inhibitors; also: potency is read from the fitted curve at half-maximal effect; % is scaled to controls: 0 for no effect and ±100 for the full control effect; nearly all actives have a fitted effect of over 45% in size; many of its hits are not listed in these tables
EPAC1 agonist – qHTS for Agonist of cAMP-regulated guanine nucleotide exchange factor 3 (EPAC1): primary screen; EPAC1 agonist qHTS, biochemical assay; response scale: 100% = response to 6.5 mM cAMP; 360,000 tested, 0.073% active; Potency, µM (highest dose often 154 µM), inactives show at the top dose activation, most hits filed as activators; Rap guanine nucleotide exchange factor 3 (Homo sapiens), O95398; also: potency is read from the fitted curve at half-maximal effect; nearly all actives have a fitted effect of over 60% in size
Target sequence (O95398 whole entry, looked up): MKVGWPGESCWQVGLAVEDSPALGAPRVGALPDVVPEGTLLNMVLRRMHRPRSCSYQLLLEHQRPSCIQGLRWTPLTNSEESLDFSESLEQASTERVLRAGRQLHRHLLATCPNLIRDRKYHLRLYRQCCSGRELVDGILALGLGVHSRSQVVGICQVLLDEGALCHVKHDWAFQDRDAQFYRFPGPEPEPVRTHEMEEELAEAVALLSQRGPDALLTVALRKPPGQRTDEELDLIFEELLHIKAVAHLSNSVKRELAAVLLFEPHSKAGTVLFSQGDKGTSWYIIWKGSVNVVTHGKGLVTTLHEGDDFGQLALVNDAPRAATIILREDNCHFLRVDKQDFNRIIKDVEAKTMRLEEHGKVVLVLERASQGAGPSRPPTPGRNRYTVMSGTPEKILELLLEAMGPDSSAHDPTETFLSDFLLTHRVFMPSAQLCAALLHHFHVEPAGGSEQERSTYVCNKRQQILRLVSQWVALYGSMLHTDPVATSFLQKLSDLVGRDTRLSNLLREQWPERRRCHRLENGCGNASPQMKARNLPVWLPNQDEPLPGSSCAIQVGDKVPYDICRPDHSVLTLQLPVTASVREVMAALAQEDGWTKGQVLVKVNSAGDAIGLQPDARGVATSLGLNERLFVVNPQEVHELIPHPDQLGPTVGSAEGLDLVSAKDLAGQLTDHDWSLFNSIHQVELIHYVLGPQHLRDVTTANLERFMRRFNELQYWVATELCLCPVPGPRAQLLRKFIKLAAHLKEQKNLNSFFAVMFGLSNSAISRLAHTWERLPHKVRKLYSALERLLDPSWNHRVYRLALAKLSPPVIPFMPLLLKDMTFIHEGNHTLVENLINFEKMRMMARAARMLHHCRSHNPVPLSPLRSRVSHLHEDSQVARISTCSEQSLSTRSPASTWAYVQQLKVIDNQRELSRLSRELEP
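Nucleotide exchange assay: 100 nM EPAC1 with 250 nM Rap1B loaded with BODIPY-GDP and 50 uM GDP, room temperature. Fluorescence (480/540 nm) read every 5 min for 30 min; signal change normalized to 6.5 mM cAMP as full agonist.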
CCT modulator – High-Throughput Screening for Modulators of Cytosolic Chaperonin Activity; purified chaperonin ATPase assay, HTRF ADP detection, 30 min; activity change, % (test concentration not listed), hits read low; 360,000 tested, 0.3% active; in the data active = activity change below about -30%; also: % is scaled to controls: 0 for no effect and ±100 for the full control effect
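First, chaperonin was dispensed at 40 nM or 20 nM final depending on batch activity. Next, compounds were pinned at 76 uM and ATP added at 10 uM. After 30 min at 37 °C, ADP detection reagents ran 30 min at ambient temperature.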
MmCpn inh – Inhibitors of TCP-1 ring complex (TRiC) of Methanococcus maripaludis (MmCpn): qHTS | Chaperonin Mm-Cpn (Methanococcus maripaludis) | purified Mm-Cpn ATPase, ADP Transcreener TR-FRET | Potency, µM (highest dose often 76.9 µM), for inactives: at the highest dose activity, negative = inhibition, actives largely listed as inhibitors | 330,000 tested, 0.031% active | AID 504842, 2011; also: potency is read from the fitted curve at half-maximal effect; % is scaled to controls: 0 for no effect and ±100 for the full control effect; nearly all actives have a fitted effect of over 80% in size
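Reaction buffer contained 30 mM Tris pH 7.4, 100 mM KCl, 5 mM MgCl2 and 1 mM DTT. Mm-CPN (25 nM final) hydrolysed 10 uM ATP over 30 min at 37°C; ADP was read by HTRF.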
PLK1 PBD block – qHTS for Inhibitors of PLK1-PDB (polo-like kinase 1 - polo-box domain): Primary Screen | Potency, µM, for inactives: max response, negative = inhibition, actives largely listed as inhibitors | 360,000 tested, 2.8% active | Plk1 PBD binding of FITC phosphopeptide, fluorescence polarization | Serine/threonine-protein kinase PLK1 (Homo sapiens), P53350; also: potency is read from the fitted curve at half-maximal effect; series mostly up to about 57 µM; % is scaled to controls: 0 for no effect and ±100 for the full control effect; nearly all actives have a fitted effect of over 65% in size
EPAC1 antagonist – qHTS for Antagonist of cAMP-regulated guanine nucleotide exchange factor 3 (EPAC1): primary screen | AID 720709, 2013 | Rap guanine nucleotide exchange factor 3 (Homo sapiens), O95398 | 360,000 tested, 0.14% active | Potency, µM (top dose mostly 115 µM), without a hit: at the highest dose activity change, negative = inhibition, most hits filed as inhibitors | EPAC1 GEF assay, Rap1b-BODIPY-GDP exchange fluorescence;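 also: potency is read from the fitted curve at half-maximal effect; plate controls were vehicle for no effect and positive control for full effect; nearly all actives have a fitted effect of over 50% in size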
WRN inhibitor – qHTS for Inhibitors of WRN Helicase; AID 651768, 2012; Potency, µM (doses to about 114 µM), without a hit: at the top dose activity change, negative = inhibition, most hits filed as inhibitors; WRN helicase unwinding, fluorescent forked duplex, kinetic; Bifunctional 3'-5' exonuclease/ATP-dependent helicase WRN (Homo sapiens), Q14191; 360,000 tested, 0.46% active; also: potency is read from the fitted curve at half-maximal effect; % is scaled to controls: 0 for no effect and ±100 for the full control effect; nearly all actives have a fitted effect of over 55% in size
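WRN at 20 nM final was preincubated with compound for 15 min at room temperature; reaction started with 100 nM forked duplex oligonucleotide carrying fluorophore and quencher plus 2 mM ATP (final). Unwinding followed kinetically by red fluorescence (ex 525/em 598 nm).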
Starred values were filed as active, the others as inactive; ? = inconclusive; nt = no result given; [ ] = dose if it differs, or a comment. Unless noted, calls follow the shape of the dose curve; as a rule, active = well fitted curve in the direction sought with a large enough effect; inconclusive = small, poorly fitted or top-dose-only effect, or another doubt; inactive = no such curve, though single readings can be large; an effect the other way counts as inactive or inconclusive. These rows are one share of the data. The share of hits here may be higher or lower than overall.

Structure | EPAC1 antagonist | WRN inhibitor | PLK1 PBD block | MmCpn inh | CCT modulator | PI5P4K alpha inh | EPAC1 agonist | EPAC2 antag
COc1ccc(OC)c(N(CC(=O)Nc2cccnc2)S(=O)(=O)c2ccccc2)c1 | 9% | 10% | -2% | -1% | 0.3 | 0 | 4% | 8%[57.1 µM]
O=C(COc1cccc2cccnc12)N1CCc2ccccc21 | -12% | ? | -16% | 0% | -1.6 | -8 | 15% | -2%
CCCCSc1nc2ccccc2n1CC(=O)O | 31%[activator] | -45% | -5% | 1% | -1.1 | 1 | 2% | 8%
O=C(Nc1ccc2nn(-c3ccccc3)nc2c1)c1ccc2c(c1)OCO2 | -3% | -25% | -5% | -5% | 1.3 | 0 | 0% | 8%
CCOC(=O)CSc1nnnn1-c1cccc2ccccc12 | -9% | -4% | -8% | 2% | -0.1 | 8 | 18% | 0%
COc1ccc(C(=O)CSc2nnc(-c3cc(C)on3)o2)cc1 | -14% | -11% | -10% | -10% | 1.8 | -25 | 6% | 8%[57.1 µM]
Cc1ccc(S(=O)(=O)N(C)C)cc1NC(=O)C1CCN(C(=O)Nc2ccccc2)CC1 | -1% | -2% | -10% | 0% | 0.3 | 2 | 12% | -3%
O=C(c1ccccc1)N1CCN(C2CC(=O)N(CCc3ccccc3)C2=O)CC1 (centres undefined) | -3% | -14%[57.1 µM] | -5% | 5% | -1.4 | nt | 3% | -11%
O=C(Nc1nnc(-c2ccco2)o1)C1CCCCC1 | -8% | 3% | -4% | -5% | 1.4 | -2 | -13% | 3%
CC(=O)c1nn(-c2ccccc2)cc1C(=O)c1cccc(Br)c1 | -14% | 0% | -4% | -10% | 0.5 | 5 | -4% | ?
O=C(CCNc1ccc(F)cc1)c1cc2ccccc2o1 | -24% | -3% | -15% | -7% | 0.5 | -9 | -1% | 0%
Cc1oc(-c2cccs2)nc1CS(=O)CC(=O)NCCCN1CC(C)CC(C)C1 (centres undefined) | 7% | 2% | -8% | 0% | 1.5 | -5 | -5% | 17%
NC(=O)c1ccsc1NC(=O)CCS(=O)(=O)c1ccc(F)cc1 | 13% | 3% | -6% | 0% | -2.7 | 3 | 0% | -4%
COc1cccc(NC(=O)Cn2c(=O)n(C)c(=O)c3sc4c(c32)COC(C)(C)C4)c1 | -11% | 5% | 1% | -1% | -2.5 | 2 | -9% | -14%
Cc1ccc(C2(C)NC(=O)N(CC(=O)N3CCN(S(=O)(=O)c4cccc([N+](=O)[O-])c4)CC3)C2=O)cc1 (centres undefined) | -7% | 2% | -12% | 0% | 0.3 | 1 | -6% | 18%
CCOc1ccc(C(=O)N2CCN(c3ccccc3)CC2)cc1 | -9% | -6% | -16% | 0% | 2.9 | 7 | -5% | 1%
Cc1cccc(OCC(=O)NCc2ccc(F)cc2)c1 | 7% | -14% | -4% | -2% | -0.3 | 0 | 12% | 8%
CC(C)C[C@@H](CO)NC(=O)CC[C@H](NC(=O)OC(C)(C)C)C(=O)N(Cc1ccccc1)Cc1ccccc1 | ? | -6% | -4% | nt | -0.4 | 4 | -12% | 5%
C/C(CC(=O)NCc1ccco1)=N\NC(=O)Cc1ccccc1 | 14% | 9% | 1% | -1% | 0.9 | -2 | -4% | 13%
CC1CCC(NC(=O)c2cc3c(s2)CS(=O)(=O)C3)CC1 (centres undefined) | 10% | -12% | 1% | 1% | 1.9 | nt | -8% | 13%
COC1CCCN(C(=O)c2ccc(OC3CCN(S(=O)(=O)N(C)C)CC3)cc2)C1 (centres undefined) | -5% | -14% | 1% | -1% | -1.0 | -4 | 2% | -7%
CC(/C=N/Nc1nc(N2CCCCC2)nc(N2CCCCC2)n1)=C\c1ccccc1 | 11% | -6% | -4% | 0% | 1.5 | nt | 16% | 10%
CCOC(=O)C1C(c2ccc(O)c(OC)c2)NC(=O)NC1(O)C(F)(F)F (centres undefined) | 12% | -3% | 2% | 0% | 0.2 | -3 | 14% | 12%
O=C(COC(=O)c1cc([N+](=O)[O-])ccc1Cl)NC1CCCC1 | 16% | 3% | 3% | 0% | -1.4 | -13 | -2% | 3%
CCC(C)NS(=O)(=O)c1ccc(NC(=O)C(Sc2ccccc2)c2ccccc2)cc1 (centres undefined) | 11% | -27%[57.1 µM] | 1% | -1% | -2.0 | 2 | 30% | -5%

Sorted by the number under PLK1 PBD block (smallest number first): some entries from above
Compound,EPAC1 antagonist,WRN inhibitor,PLK1 PBD block,MmCpn inh,CCT modulator,PI5P4K alpha inh,EPAC2 antag
COc1ccc(C(=O)CSc2nnc(-c3cc(C)on3)o2)cc1,-14%,-11%,-10%,-10%,1.8,-25,8%[57.1 µM]
CC1CCC(NC(=O)c2cc3c(s2)CS(=O)(=O)C3)CC1 (centres undefined),10%,-12%,1%,1%,1.9,nt,13%
CCOC(=O)C1C(c2ccc(O)c(OC)c2)NC(=O)NC1(O)C(F)(F)F (centres undefined),12%,-3%,2%,0%,0.2,-3,12%

Next section
Structure | EPAC1 antagonist | WRN inhibitor | PLK1 PBD block | MmCpn inh | CCT modulator | PI5P4K alpha inh | EPAC1 agonist | EPAC2 antag
CC(C)OC(=O)/C(=C\c1ccc2c(c1)c1ccccc1n2C)NC(=O)c1ccccc1 | -2% | -1% | 4% | -3% | -4.7 | -3 | 9% | -3%
CC#CC(=O)N1CCC(n2nccc2NC(=O)CCc2ccccc2)CC1 | 2% | 5% | 2% | nt | -0.1 | 1 | -8% | 4%
CCn1cc(S(=O)(=O)NC(C)c2cc(OC)ccc2OC)cn1 (centres undefined) | -4% | 6% | 1% | -1% | 1.1 | -2 | -8% | 0%
CCOC(=O)C(C)Oc1cccc2c(=O)n(CC(=O)NCCc3ccc(OC)c(OC)c3)ccc12 (centres undefined) | 14% | 6% | 1% | -5% | 0.4 | 0 | -6% | 11%
COc1ccc(OC)c(C2C(C(C)=O)=C(O)C(=O)N2CCC(=O)O)c1 (centres undefined) | 4% | -9% | -1% | -2% | 0.3 | nt | 4% | -1%
CC(C)(C)c1ccc(C(=O)NCCNC(=O)c2ccco2)cc1 | 7% | -7% | -1% | 0% | -3.0 | 7 | -6% | 5%
CC(=O)C1C(=O)c2c(cccc2[N+](=O)[O-])C1=Nc1cccc(Cl)c1 (centres undefined) | 2% | ? | -10% | 0% | -3.8 | 2 | 10% | 7%
O=C(/C=C/c1cccc(Br)c1)NC1CCN(Cc2ccccc2)CC1 | 0% | 15% | -26% | 3% | -0.6 | -5 | 6% | 0%
Cn1nc(C(=O)NNC(=O)C(CCC(N)=O)NS(=O)(=O)c2ccc(Cl)cc2)c2ccccc2c1=O (centres undefined) | 2% | -3% | -3% | -3% | 1.1 | -1 | 12% | -4%
C[C@@H]1CN([C@@H](C)CO)C(=O)c2ccccc2-c2ccccc2CO[C@@H]1CN(C)S(=O)(=O)c1ccc(C(F)(F)F)cc1 | -11% | 5% | 7% | nt | -2.1 | 4 | -19% | ?
CCOc1ccc(C(=O)Nc2c(C(N)=O)oc3ccccc23)cc1 | -15% | -14% | -4% | -6% | -0.5 | nt | 13% | -7%
O=C(Cc1ccccc1)Nc1cccnc1 | 3% | 4% | -11% | 3% | 1.0 | 1 | 7% | 10%
O=C(O)c1cc([N+](=O)[O-])ccc1NCc1ccccc1Cl | 9% | -23% | 24µM* | 4% | -0.4 | -1 | -8% | 7%
CCOC(=O)c1c(C)n(CC(O)CN(CC)CC)c2cc(Br)c(OC)cc12 (centres undefined) | 7% | 6% | -18% | 3% | -2.6 | 0 | -7% | 12%
Cc1nn(CCC#N)c(C)c1Oc1ccccc1O | -18% | -6% | 5% | 0% | -0.8 | 3 | 9% | -6%
Cc1cccc(C)c1NC(=O)C(=O)NCCCN1CCOCC1 | 3% | 2% | 1% | -1% | -1.5 | 10 | 0% | 13%
Cc1ccsc1/C=C1\CCc2ccccc2C1=O | 0% | -4% | -6% | 1% | -21 | ? | 11% | 5%
CCN(CC(=O)Nc1ccc2c(c1)OCCO2)C(=O)COc1cc(C)ccc1Cl | 0% | -33% | -7% | 4% | 0.7 | -4 | 9% | -2%
CCOC(=O)C1C(C(=O)OCC)C1(c1ccccc1)c1ccccc1 (centres undefined) | -14% | -2% | -3% | -2% | 2.7 | 8 | 3% | -20%
COc1ccc2sc(-c3ccc(N(C)C)cc3)c(-c3cnc(OC)nc3)c2c1 | -1% | 5% | 3% | -4% | 1.4 | 0 | -7% | 6%
CN(C)C(=O)c1cc(C(=O)c2ccc(F)cc2C(F)(F)F)c[nH]1 | -6% | 10% | -6% | -2% | -1.0 | -3 | 1% | -2%
CCOc1ccc(NC(=O)CC2C(=O)N(c3ccc(OC)cc3)C(=O)N2CCc2cccs2)cc1 (centres undefined) | ? | -10% | 2% | 2% | 0.9 | -4 | -11% | -10%
Cc1cnc(C(=O)OCC(=O)NCc2ccc3c(c2)OCO3)cn1 | -12% | 13% | -5% | -1% | 2.0 | -9 | -7% | -15%
COCCNC(=O)Cn1nc(C)c2ccccc2c1=O | 17% | -10% | -7% | 1% | -2.2 | 1 | -2% | 7%
Cc1ccc(-c2cc(-c3nnc(SCC(=O)N(C)CCC#N)n3N)c3ccccc3n2)cc1 | -16% | 7% | -6% | 1% | -1.0 | 3 | 0% | -2%
COc1ccccc1C(=O)NCCC(=O)N(C)Cc1ccc(C)o1 | 6% | -1% | -2% | 0% | 2.4 | 2 | 17% | -10%
O=C(CSc1nnc(CCCN2C(=O)c3cccc4cccc(c34)C2=O)n1-c1ccccc1)N1CCN(CCO)CC1 | -14% | -2% | -1% | 0% | -0.3 | -1 | -4% | 12%
O=C(O)C1CCCCC1C(=O)Nc1ccccc1Nc1ccccc1 (centres undefined) | 5% | ? | 2% | -13% | -3.3 | -10 | 18% | -3%

Bioassay records from PubChem.
